# WRN inhibitor: inhibitors of human WRN helicase; Q14191; WRN helicase unwinding, fluorescent forked duplex, kinetic; Potency, µM (highest dose often 114 µM), for inactives: at the highest dose activity change, negative = inhibition, actives largely listed as inhibitors; actives 0.46% (n = 360,000); note: potency is the fitted concentration of half-maximal effect; % is set by controls: 0 for no effect and ±100 for the full control effect; nearly all actives have a fitted effect of over 55% in size
# Target sequence (Q14191 whole entry, looked up): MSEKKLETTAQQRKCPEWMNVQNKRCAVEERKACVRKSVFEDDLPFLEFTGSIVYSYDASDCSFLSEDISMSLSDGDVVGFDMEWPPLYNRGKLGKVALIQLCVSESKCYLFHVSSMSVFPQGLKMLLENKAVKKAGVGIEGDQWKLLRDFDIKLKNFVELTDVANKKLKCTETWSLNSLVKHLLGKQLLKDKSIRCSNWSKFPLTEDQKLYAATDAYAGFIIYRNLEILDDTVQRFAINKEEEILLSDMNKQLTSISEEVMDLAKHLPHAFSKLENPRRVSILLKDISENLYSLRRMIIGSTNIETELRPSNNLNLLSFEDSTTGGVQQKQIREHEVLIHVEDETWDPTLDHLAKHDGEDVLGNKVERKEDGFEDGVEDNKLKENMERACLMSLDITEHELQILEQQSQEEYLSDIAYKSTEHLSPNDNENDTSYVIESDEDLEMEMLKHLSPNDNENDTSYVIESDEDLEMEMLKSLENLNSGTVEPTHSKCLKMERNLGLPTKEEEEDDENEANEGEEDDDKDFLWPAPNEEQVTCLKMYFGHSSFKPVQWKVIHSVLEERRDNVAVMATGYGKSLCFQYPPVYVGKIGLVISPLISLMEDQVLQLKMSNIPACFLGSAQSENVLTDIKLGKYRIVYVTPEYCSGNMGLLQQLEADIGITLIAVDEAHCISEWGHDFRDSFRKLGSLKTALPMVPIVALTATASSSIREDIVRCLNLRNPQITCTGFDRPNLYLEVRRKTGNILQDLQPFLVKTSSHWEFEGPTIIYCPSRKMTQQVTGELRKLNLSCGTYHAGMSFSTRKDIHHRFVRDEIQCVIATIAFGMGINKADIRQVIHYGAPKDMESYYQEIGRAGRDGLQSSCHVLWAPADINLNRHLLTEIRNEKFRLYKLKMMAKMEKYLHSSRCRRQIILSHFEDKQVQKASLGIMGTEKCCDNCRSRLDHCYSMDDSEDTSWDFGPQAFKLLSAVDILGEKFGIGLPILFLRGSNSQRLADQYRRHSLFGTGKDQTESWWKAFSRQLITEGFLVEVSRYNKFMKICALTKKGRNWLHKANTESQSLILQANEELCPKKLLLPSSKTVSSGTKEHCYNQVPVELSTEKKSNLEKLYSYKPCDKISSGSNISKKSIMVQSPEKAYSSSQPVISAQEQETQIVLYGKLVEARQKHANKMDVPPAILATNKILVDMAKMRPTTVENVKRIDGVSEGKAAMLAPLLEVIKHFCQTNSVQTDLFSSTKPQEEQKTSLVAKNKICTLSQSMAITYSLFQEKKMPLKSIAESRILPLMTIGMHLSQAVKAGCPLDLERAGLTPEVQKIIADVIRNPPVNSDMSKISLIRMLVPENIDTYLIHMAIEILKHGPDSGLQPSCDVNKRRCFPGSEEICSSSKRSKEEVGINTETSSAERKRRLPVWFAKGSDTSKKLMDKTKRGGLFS
#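 WRN at 20 nM final was preincubated with compound for 15 min at room temperature; reaction started with 100 nM forked duplex oligonucleotide carrying fluorophore and quencher plus 2 mM ATP (final). Unwinding followed kinetically by red fluorescence (ex 525/em 598 nm).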
# IL-1B inflam inh: inflammasome signaling inhibition, IL-1 beta readout; THP-1 LPS/ATP IL-1B secretion, AlphaLISA, 16 h; stronger effect = lower value; activity change, % at 57.5 µM; actives 4.7% (n = 360,000); AID 743279; in the data active = activity change below about -50%; inconclusive = mostly about -30% to -49%; note: % is set by controls: 0 for no effect and ±100 for the full control effect
#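 Secreted IL-1B measured by AlphaLISA bead assay after 16 h compound exposure of THP-1 cells; compounds (final up to 57.5 uM) added 1 h before LPS (250 ng/mL) and ATP (1.25 mM) stimulation; lower signal means less secretion.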
# HT1080 IDH1KD tx: kills HT-1080 cells with IDH1 knockdown. HT-1080 IDH1 knockdown viability, ATP luminescence, 48 h. Potency, µM (doses to about 46.1 µM), for inactives: top-dose activity, negative = toxicity, usual class: cytotoxic. AID 686971. actives 2% (n = 360,000);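 note: potency is the fitted concentration of half-maximal effect; 0% = DMSO wells and -100% = cell-free medium wells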
#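 Luminescent ATP read-out (CellTiter-Glo, 10 min at room temperature) after 48 h compound exposure at 37 °C gave viability of IDH1-knockdown HT-1080 cells. Activity was normalised to DMSO and cell-free wells, then fitted as concentration-response curves.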
# ATXN2 expr inh: inhibitors of ATXN2 expression | HEK-293 ATXN2-luciferase reporter, luminescence, 24 h | Potency, µM (titrated, usually from 57 µM), without a hit: at the top dose activity change, negative = inhibition, actives largely listed as inhibitors | actives 0.72% (n = 360,000) | AID 1745845; note: potency is the fitted concentration of half-maximal effect; % is set by controls: 0 for no effect and ±100 for the full control effect; nearly all actives have a fitted effect of over 55% in size
#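 ATXN2-luciferase reporter cells (luciferase flanked by upstream and downstream ATXN2 gene portions) were treated 24 h at 37 °C with compounds at up to 57 uM. SteadyGlo luminescence gave expression; GF-AFC fluorescence gave viability.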
# HT1080NT lethal: kills 2HG-producing HT-1080-NT fibrosarcoma cells | HT-1080-NT fibrosarcoma viability, CellTiter-Glo ATP luminescence, 48 h | Potency, µM (doses to about 46.1 µM), without a hit: at the top dose activity, negative = less viability, actives largely listed as cytotoxic | actives 1.6% (n = 360,000) | AID 686970;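 note: NT is the 2HG producing partner of a matched IDH1 knockdown line; potency is the fitted concentration of half-maximal effect; 0% = DMSO-treated cells and -100% = media-only wells without cells; nearly all actives have a fitted effect of over 55% in size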
#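 Viability by CellTiter-Glo luminescence after 48 h compound exposure at 37C of HT-1080-NT cells (750/well, RPMI, 5% FBS). % activity scaled between DMSO wells and medium-only wells, then curve-fitted and categorized by curve class.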
# KB-3-1 tox: kills parental KB-3-1 adenocarcinoma cells | KB-3-1 viability, CellTiter-Glo ATP luminescence, 72 h | Potency, µM (doses to about 46.1 µM), inactives show at the top dose activity change, negative = cytotoxic, actives largely listed as cytotoxic | actives 1.4% (n = 400,000) | AID 1347075; note: potency is the fitted concentration of half-maximal effect; % is set by controls: 0 for no effect and ±100 for the full control effect; nearly all actives have a fitted effect of over 60% in size
#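 Cells are dispensed, compounds pinned in, plates held at 37 °C for 72 h, then CellTiter-Glo is added and luminescence read after 10 minutes. Cell line: parental KB-3-1 in phenol-red-free DMEM, 10% FBS.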
# SW480 rerep: inducers of DNA re-replication in SW480 colon cancer cells; SW480 DNA re-replication, Hoechst DNA content imaging, 48 h; Potency, µM (top dose mostly 46.1 µM), for the others: top-dose re-replication activation, hits mostly activators; actives 1.8% (n = 340,000); note: potency is the fitted concentration of half-maximal effect; % of control where 0% means no effect; nearly all actives have a fitted effect of over 55% in size
#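 First, 250 cells per well were seeded. Next, compound or vehicle (23 nL) was pinned in, plates sat 48 hr at 37 C. Finally Hoechst was added for 40 min before fluorescence scanning.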
# MCF10A rereplic: inducers of DNA re-replication in MCF 10A breast cells; MCF 10A DNA re-replication, Hoechst nuclear intensity, 48 h; Potency, µM (doses to about 46.1 µM), without a hit: top-dose activity, positive = re-replication, most hits filed as activators; actives 2.9% (n = 350,000); AID 624296; note: potency is the fitted concentration of half-maximal effect; % of control where 0% means no effect; nearly all actives have a fitted effect of over 50% in size
# KB-V1 MDR tox: kills drug-selected multidrug resistant KB-V1 cells | KB-V1 MDR cells viability, CellTiter-Glo, 72 h | Potency, µM (top dose mostly 46.1 µM), inactives show at the top dose activity change, negative = cytotoxicity, hits mostly cytotoxic | actives 3.4% (n = 400,000); note: potency is the fitted concentration of half-maximal effect; % is set by controls: 0 for no effect and ±100 for the full control effect; nearly all actives have a fitted effect of over 60% in size
#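 Following 72 h at 37 degrees C with compound, KB-V1 cell viability was read by CellTiter-Glo luminescence, medium being phenol-red-free DMEM plus 10% FBS; concentration-response parameters came from normalized, curve-fitted qHTS data.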
# An asterisk follows results filed as active; ? = inconclusive; / = no result given; & = joins results of further samples; [ ] = another dose, or the depositor's remark. Unless noted, calls come from the whole dose curve; as a rule, active = well fitted curve in the direction sought with a large enough effect; inconclusive = small, poorly fitted or top-dose-only effect, or another doubt; inactive = no such curve, though single readings can be large; an effect the other way counts as inactive or inconclusive.
# A first look:
No.	canonical_smiles	HT1080NT lethal	WRN inhibitor	MCF10A rereplic	HT1080 IDH1KD tx	ATXN2 expr inh	KB-3-1 tox	IL-1B inflam inh	SW480 rerep	KB-V1 MDR tox
1	Cc1ccc(S(=O)(=O)NN2C(=O)/C(=C/c3cccnc3)SC2=S)cc1	-16.4%	-9.5%	12.0%	-13.9%	-5.0%	-0.6%	-6.9	3.0%	-4.1%
2	O=S(=O)(N1CCCCC1)n1c(Cc2ccccc2)nc2ccccc21	-24.8%	-3.6%[57.1 µM]	1.1%	2.5%[9.24 µM]	-20.4%	19.7%	?	-2.7%	?

# This part in full, from the first entry:
No.	canonical_smiles	HT1080NT lethal	WRN inhibitor	MCF10A rereplic	HT1080 IDH1KD tx	ATXN2 expr inh	KB-3-1 tox	IL-1B inflam inh	SW480 rerep	KB-V1 MDR tox
1	Cc1ccc(S(=O)(=O)NN2C(=O)/C(=C/c3cccnc3)SC2=S)cc1	-16.4%	-9.5%	12.0%	-13.9%	-5.0%	-0.6%	-6.9	3.0%	-4.1%
2	O=S(=O)(N1CCCCC1)n1c(Cc2ccccc2)nc2ccccc21	-24.8%	-3.6%[57.1 µM]	1.1%	2.5%[9.24 µM]	-20.4%	19.7%	?	-2.7%	?
3	COc1ccc(-c2cc(C(=O)Nc3ccc4c(c3)OCO4)no2)cc1OC	-2.3%	-1.9%	-1.8%	-7.1%	-13.5%&-11.9%	-4.1%&3.6%	-7.6	-19.3%	-3.5%&0.0%
4	Cc1cc(CSC(=N)N)c(CSC(=N)N)cc1C	-5.4%	-32.9%	19.6%	1.4%	-0.3%	-3.2%	-6.8	-3.6%	0.0%
5	CC1CCCN(C(=O)C23CCC(C)(C(=O)C2)C3(C)C)C1 (stereo not given)	5.3%	0.0%	2.0%	8.4%	-5.5%	8.4%	1.6	-9.0%	-2.6%
6	COC(=O)C(c1ccccc1)C1(O)CC(C)N(C)CC1C (stereo not given)	18.3%	-10.3%	0.2%	16.3%	-7.0%	6.9%	8.3	-4.4%	-2.1%
7	CC(=O)N1c2ccc(S(=O)(=O)N3CCC(C(=O)N4CCCC(C)C4)CC3)cc2CC1C (stereo not given)	?	1.2%	2.7%	-12.5%	-24.2%	-25.2%	1.2	?	13.4%
8	COCCN(C(=O)/C=C/c1cccc([N+](=O)[O-])c1)c1c(N)n(Cc2ccccc2)c(=O)[nH]c1=O	-0.5%	-9.2%	-9.2%	-9.1%	10.0%	-4.3%	5.8	-4.5%	-14.7%
9	O=C(COC(=O)c1cc(S(=O)(=O)N2CCCC2)ccc1O)NCc1ccccc1	-9.9%	0.9%	0.8%	-1.6%	-6.1%	2.4%	17.5	-0.4%	13.4%
10	C/C=C/COC(=O)c1[nH]c2c(c1C)C(=O)CC(c1ccc(N(C)C)cc1)C2 (stereo not given)	-17.8%	3.3%	?	-26.8%	-24.3%	?	-27.8	?	?
11	N/C(=N\OC(=O)c1ccco1)c1cccnc1	13.9%	9.2%	-0.5%	15.9%	35.3%	12.8%	-11.0	-94.3%	0.4%
12	Cc1c(C(=O)Nc2ccccn2)sc2nc3n(c(=O)c12)CCC3	22.0%	10.3%	0.3%	7.0%	-27.3%	?	-8.7	10.5%	-5.4%
13	CCOC(=O)c1c(NC(=O)Cn2nc([N+](=O)[O-])c(Br)c2C)sc2c1CCC(C)C2 (stereo not given)	-5.6%	4.0%	15.7%	3.3%	-25.5%	?	14.1	-0.3%	?
14	OCC[C@H]1NCc2cc(CO)cc(-c3ccccc3)c21	-4.5%	-11.0%	?	-1.4%	-6.0%	0.0%	?	-3.3%	0.0%
15	Cc1cccc(NC(=O)c2cccc(S(=O)(=O)Nc3ccccc3C(=O)O)c2)c1	3.0%	-7.1%[57.1 µM]	?	0.7%	13.1%	4.0%	15.8	6.0%[1.84 µM]	-8.4%
16	O=C(c1cccs1)N1CCN(c2nc3ccc([N+](=O)[O-])cc3s2)CC1	-0.7%	5.0%	-10.1%	-3.7%	-7.2%	6.1%	0.1	6.0%	12.2%
17	Cc1ccccc1-n1nc(C(=O)c2cccs2)cc(-c2nc3ccccc3[nH]2)c1=N	-6.9%	-5.1%	26.4%	-15.8%	-17.2%	-16.5%	13.7	?	2.31µM*
18	CCSC(C)CC1CC(=O)CC(=O)C1 (stereo not given)	-0.9%	10.0%	-2.6%	-1.4%	-9.8%	3.2%	16.9	-8.7%	3.5%
19	CSc1ccccc1-c1nnc(NC(=O)Cc2ccccc2)o1	-27.3%	-1.3%[57.1 µM]	-0.4%	-22.7%	-15.7%	-2.4%	-19.0	-32.8%[inhibitor]	2.9%
20	COc1c(C)cc(C(=O)C2CCCN(C(=O)c3ccc4cc[nH]c4c3)C2)cc1C (stereo not given)	-16.4%	1.5%	-2.9%	-0.1%	-17.4%	?	-22.2	1.1%	-28.0%
21	COc1ccc(C(=O)Nc2ccccc2C(=O)NC(Cc2c[nH]c3ccccc23)C(=O)O)cc1 (stereo not given)	-12.2%	-5.1%[57.1 µM]	11.9%	0.0%	-16.2%	8.2%	34.2	2.1%	-0.8%
22	COc1ccccc1CNC(=O)/C=C/c1ccc(Br)o1	15.3%	-14.8%	0.9%	21.0%	-16.9%	-0.6%	7.9	-8.4%	?
23	OCC1(CCCc2ccccc2)CCN(Cc2ccc(F)cc2)CC1	-1.7%	-0.1%	13.5%	-16.8%	/	3.1%	0.0	9.6%	-20.0%
24	O=C(O)CN1C(=O)C2C3C=CC(C3)C2C1=O (stereo not given)	14.1%	7.0%	14.7%	10.6%	2.3%	17.4%	2.3	-13.9%	?
25	O=C(O)CCCCCCC1C(=O)NC(=O)N1CCC(O)C1CCCCC1 (stereo not given)	20.9%	0.8%	17.6%	-1.0%	4.1%	0.0%	-23.7	-5.3%	-1.2%
26	C[C@@H]1CCCCO[C@H](CN(C)C(=O)C2CCCCC2)[C@@H](C)CN([C@H](C)CO)C(=O)c2cc(N(C)C)ccc2O1	5.8%	3.8%	/	13.8%	7.8%	23.0%	-16.6	/	7.1%
27	CCn1ncc(Br)c1C(=O)Nc1ncc(C)s1	3.3%	-6.5%	?	4.3%	/	-0.6%	9.1	-25.2%	-6.1%
28	COCCC1CCCCN1C(=O)c1cc(COc2ccc(C)nc2)on1 (stereo not given)	20.6µM*	-31.2%	1.8%	-9.8%	6.2%	-10.6%	?	-1.1%	-5.5%
29	COc1cccc(CC(=O)OCC(=O)c2cc(OC)c(OC)c(OC)c2)c1	0.0%	-15.7%	3.9%	0.3%	-1.1%	/	8.1	-7.8%	/
30	c1ccc2nc(N3CCCC3)c(N3CCCCC3)nc2c1	-4.1%	-16.2%	20.6µM*	-14.0%	4.1%	22.5%	20.5	0.3%	1.2%

# Exported with values under each structure: 4 of the compounds above.
# Values run as follows: HT1080NT lethal | WRN inhibitor | MCF10A rereplic | HT1080 IDH1KD tx | ATXN2 expr inh | KB-3-1 tox | IL-1B inflam inh | SW480 rerep | KB-V1 MDR tox
7: CC(=O)N1c2ccc(S(=O)(=O)N3CCC(C(=O)N4CCCC(C)C4)CC3)cc2CC1C (stereo not given)
  ? | 1.2% | 2.7% | -12.5% | -24.2% | -25.2% | 1.2 | ? | 13.4%
6: COC(=O)C(c1ccccc1)C1(O)CC(C)N(C)CC1C (stereo not given)
  18.3% | -10.3% | 0.2% | 16.3% | -7.0% | 6.9% | 8.3 | -4.4% | -2.1%
12: Cc1c(C(=O)Nc2ccccn2)sc2nc3n(c(=O)c12)CCC3
  22.0% | 10.3% | 0.3% | 7.0% | -27.3% | ? | -8.7 | 10.5% | -5.4%
23: OCC1(CCCc2ccccc2)CCN(Cc2ccc(F)cc2)CC1
  -1.7% | -0.1% | 13.5% | -16.8% | / | 3.1% | 0.0 | 9.6% | -20.0%

# (continued)
No.	canonical_smiles	HT1080NT lethal	WRN inhibitor	MCF10A rereplic	HT1080 IDH1KD tx	ATXN2 expr inh	KB-3-1 tox	IL-1B inflam inh	SW480 rerep	KB-V1 MDR tox
31	COc1cccc(/C=C2\Oc3cc(OCC(=O)N4Cc5ccccc5C[C@H]4C(=O)O)ccc3C2=O)c1	1.6%	-9.1%[11.6 µM]	12.7%	0.5%	5.1%	0.0%	14.5	4.1%	22.1%
32	Cc1nc([N+](=O)[O-])cn1-c1ccc(N)cc1	10.6%	-1.7%	-2.8%	-6.4%	0.0%	14.3%	6.3	-8.4%	1.3%
33	CC1CSc2ccccc2NC1=S (stereo not given)	6.1%	-4.2%	0.6%	-0.7%	-3.1%	5.0%	13.7	-2.4%	2.5%
34	O=C(CSc1nnc(-c2cccc(F)c2)o1)N1CCOCC1	17.6%	4.8%	-4.0%	1.0%	42.8%[activator]	?	7.6	-7.8%	?
35	CC(/C=C1\SC(=S)N(NC(=O)c2ccc(C)cc2)C1=O)=C\c1ccccc1	-8.6%	-15.3%	13.7%	-13.1%	-0.3%	-18.1%	-12.7	12.4%	-20.7%
36	COc1cccc2cc(C(=O)OC3CCN(C)CC3)c(=O)oc12	-3.1%	-14.4%	11.9%	-28.6%	20.7%	-8.2%	13.9	-34.0%[inhibitor]	0.0%
37	O=c1n(CCCN2CCN(c3cccc(Cl)c3)CC2)nc2ccccn12	8.0%	2.0%	14.2%	?	-7.8%&-14.9%&-6.7%	0.0%&13.8%	24.5	-2.3%	?
38	Cc1ccc(-c2noc(CCCC(=O)Nc3cccnc3)n2)cc1	-1.1%	0.0%	11.6%	23.1µM*	?	-18.2%	45.3	-14.8%	?
39	O=C(OCC#CCSc1nc2ccccc2o1)c1cc2ccccc2o1	2.2%	-0.6%	1.3%	2.4%	18.8%	1.9%	30.6	-1.6%	19.2%
40	CC1CCN(c2nc(-c3ccncc3)nc3ccccc23)CC1	?	-18.4%	?	?	-20.1%	?	-23.9	10.0%	?

# Source: PubChem
